Rad51 HR inh – blocks human Rad51 in homologous recombination; Q06609; 200,000 tested, 0.085% active; hRad51 DNA strand exchange, fluorescence dequenching; AID 1385; inhibition, % at 10 µM;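 active = inhibition above 40% at the single screening dose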;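 note: 0% = DMSO control wells and 100% = blanks with heterologous ssDNA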
Target sequence (Q06609 whole entry, looked up): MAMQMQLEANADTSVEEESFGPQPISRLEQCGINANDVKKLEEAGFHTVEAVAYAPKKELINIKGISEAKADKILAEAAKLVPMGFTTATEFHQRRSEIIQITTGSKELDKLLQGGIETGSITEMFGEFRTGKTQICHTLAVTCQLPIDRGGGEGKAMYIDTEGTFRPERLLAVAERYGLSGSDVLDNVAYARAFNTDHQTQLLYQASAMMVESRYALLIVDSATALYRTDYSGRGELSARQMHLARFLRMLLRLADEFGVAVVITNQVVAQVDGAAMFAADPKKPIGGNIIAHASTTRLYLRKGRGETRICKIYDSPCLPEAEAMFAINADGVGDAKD
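material = hRad51 filaments on single-stranded DNA | timing = filaments 15 min 37 °C, then compound 30 min | signal = FRET fluorescence dequenching, excitation 485 nm, emission 520 nm | benchmarks = control wells and blank wells on each plate | evaluation = percent inhibition relative to plate controls and blanks | compound = 10 µM final, single point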
Cl transport mod – KCC2 (human) Cl- transport modulation; KCC2 cells, thallium flux FluoZin-2 fluorescence; B-score of Tl+ flux slope (higher = more flux/activation; lower = inhibition) at 10 µM; 190,000 tested, 2.2% active;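 active = thallium flux slope and its plate-corrected score both differing from the plate sample mean at a set confidence after two filtering rounds, in either direction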;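 note: slope of fluorescence scaled to starting intensity during 10 to 20 s after thallium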
L929 necroptosis – L929 zVAD cell death inhibition. L929 zVAD necroptosis rescue, ATP luminescence, 24 h; with zVAD 60 µM. viability rescue, % at 10 µM. 220,000 tested, 0.38% active. AID 1377;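 active = activation, scaled between plate controls, above about 75%, limit read from the data; inactive = activation under that limit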;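 note: 0% = zVAD with DMSO and 100% = DMSO alone without zVAD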
FXIIa inh – factor XIIa (human) inhibition; inhibition, % at 5 µM; 220,000 tested, 0.3% active; purified FXIIa, Boc-QGR-AMC fluorogenic substrate, 2 h; P00748; in the data active = inhibition above about 40%;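 note: 0% = enzyme with no compound and 100% = blank without enzyme; many of its hits are not listed in these tables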
TNF death inh – blocks TNF-alpha induced death of Jurkat FADD-/- cells. Jurkat FADD-/- TNF necroptosis rescue, ATP luminescence, 24 h; 0 = TNF only, 100 = no-TNF cells. activation (protection from cell death), % at 10 µM. 220,000 tested, 0.068% active. AID 463075;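 active = activation, meaning protection from cell death, of at least 50% relative to plate controls; inactive = activation below 50%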;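 note: necroptosis triggered by 40 ng/mL TNF-alpha added together with compound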
Hck Nef HTS – human Hck-Nef kinase inhibition. Recombinant Hck-YEEI plus Nef, Z-Lyte FRET kinase assay. 220,000 tested, 0.68% active. inhibition, % at 20 µM;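 active = Hck-Nef kinase inhibition above about 50%, limit read from the data; inactive = inhibition below that limit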;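 note: 0% = DMSO with Hck plus Nef and 100% = Hck alone without Nef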
Target sequence (P08631 whole entry, looked up): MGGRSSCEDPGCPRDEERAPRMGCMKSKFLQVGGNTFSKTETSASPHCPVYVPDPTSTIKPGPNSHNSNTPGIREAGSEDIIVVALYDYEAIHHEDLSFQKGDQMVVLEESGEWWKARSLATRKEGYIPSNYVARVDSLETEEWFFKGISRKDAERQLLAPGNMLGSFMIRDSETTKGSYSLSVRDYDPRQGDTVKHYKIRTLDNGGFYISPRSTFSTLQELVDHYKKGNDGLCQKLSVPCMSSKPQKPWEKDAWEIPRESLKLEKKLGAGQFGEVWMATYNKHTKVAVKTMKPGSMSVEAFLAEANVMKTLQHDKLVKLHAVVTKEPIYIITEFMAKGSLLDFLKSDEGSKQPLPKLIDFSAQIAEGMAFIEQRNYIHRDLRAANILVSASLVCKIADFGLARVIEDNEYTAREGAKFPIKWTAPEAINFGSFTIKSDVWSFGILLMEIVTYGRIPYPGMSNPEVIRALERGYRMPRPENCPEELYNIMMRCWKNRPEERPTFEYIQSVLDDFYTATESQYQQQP
thrombin 1536 – blocks human thrombin protease activity | AID 1046 | 220,000 tested, 0.26% active | P00734 | alpha-thrombin, Boc-VPR-AMC fluorogenic substrate cleavage | inhibition, % at 5 µM;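 active = inhibition at or above 40%; inactive = inhibition below 40%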;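 note: 0% = enzyme with no compound and 100% = wells without enzyme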
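Material: Human alpha-thrombin protein | Buffer or medium: pH 7.5 Tris-saline with Tween 20 | Reagent: Boc-VPR-AMC substrate, 15 µM final | Schedule: Reaction at ambient temperature | Detection: AMC fluorescence at 355 nm excitation and 460 nm emission | Evaluation: Percent inhibition scaled between no-compound controls and no-enzyme blanks | Controls: no-compound enzyme wells and no-enzyme blanks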
hK5 inh – blocks human kallikrein 5 protease activity | inhibition, % at 5 µM | recombinant hK5, fluorogenic AMC substrate cleavage | 210,000 tested, 0.59% active | Q9Y337;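 active = inhibition of 40% or more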;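 note: 0% = enzyme controls without compound and 100% = no-enzyme blanks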
Target sequence (Q9Y337 67-293 limits assumed): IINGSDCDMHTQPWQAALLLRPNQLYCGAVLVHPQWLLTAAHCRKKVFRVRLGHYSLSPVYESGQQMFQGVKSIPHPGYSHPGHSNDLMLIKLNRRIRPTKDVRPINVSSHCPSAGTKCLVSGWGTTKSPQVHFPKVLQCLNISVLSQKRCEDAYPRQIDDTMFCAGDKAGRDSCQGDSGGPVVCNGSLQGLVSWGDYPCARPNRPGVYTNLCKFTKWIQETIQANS
FXIa inh – blocks human coagulation factor XIa protease activity; purified FXIa, Boc-Glu-Ala-Arg-AMC fluorogenic substrate; inhibition, % at 5 µM; 220,000 tested, 0.14% active; AID 798;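 active = inhibition of at least 40%; inactive = inhibition below 40%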;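 note: fluorescence of freed AMC excited at 355 nm; 0% = enzyme without compound and 100% = no enzyme blank; many of its hits are not listed in these tables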
* hit, by the source's call; nt = no result given.

no.	molecule	Rad51 HR inh	Cl transport mod	L929 necroptosis	FXIIa inh	TNF death inh	Hck Nef HTS	thrombin 1536	hK5 inh	FXIa inh
1	O=C(NCCc1ccccc1)c1ccc(-c2ccc(F)cc2)o1	7	-2.4	8.1	0	1.0	-5	-7	-5	-4
2	CCN(CC)S(=O)(=O)c1ccc(C)c(NC(=S)Nc2cccc(S(=O)(=O)N3CCCCCC3)c2)c1	-4	0.059	1.2	11	0.2	2	-1	-21	2
3	COc1ccc(Cn2nnnc2C(c2ccc(N(C)C)cc2)N2CCC(C(N)=O)CC2)cc1 (stereo not drawn)	11	0.3	1.9	2	1.3	19	-2	-2	-3
4	O=C(CCc1nc2cccnc2n1Cc1ccccc1)N1CCOCC1	-4	0.1	-1.4	10	-0.4	-20	-4	-9	6
5	CC1=C(C(=O)Nc2ccc(C)cc2C)C(c2cccc(Cl)c2)n2nc(C(=O)OC(C)C)nc2N1 (stereo not drawn)	23	-0.47	0.7	0	-1.7	1	-9	-17	6
6	CN(C)c1ccc2c3c(cccc13)C(=O)N(c1ccccc1)C2=O	-177	nt	0.7	6	-0.9	12	-13	1	-2
7	COc1ccc(C(c2nnnn2Cc2cccs2)N2CCN(c3ccccc3F)CC2)cc1OC (stereo not drawn)	nt	-2.8	1.1	14	2.5	-1	-1	0	5
8	O=S(=O)(c1ccccc1)c1nc(-c2ccco2)oc1NCCN1CCOCC1	-5	1	-1.5	16	0.2	0	2	-5	2
9	O=C(NCCc1ccccc1)C1CCC(CNS(=O)(=O)c2cccs2)CC1 (stereo not drawn)	17	-0.32	0.6	2	1.1	21	9	-4	-5
10	COc1cccc(C(C(=O)NC(C)(C)C)N(CC(C)C)C(=O)CCC(=O)Nc2cc(C)on2)c1OC (stereo not drawn)	nt	0.32	-0.1	8	-1.0	25	-2	1	-2
11	Cc1csc(NC(=O)C2CCN(S(=O)(=O)c3ccc4c(c3)oc(=O)n4C)CC2)n1	4	nt	3.8	13	-0.8	-1	-1	-2	-3
12	CN1CCc2c(sc3nc(SCC(=O)N4CCOCC4)nc(N)c23)C1	-7	0.64	0.3	5	0.3	-7	-5	-22	-2
13	CC1=NNC(=O)C1CC(=O)N/N=C/c1cccs1 (stereo not drawn)	4	-0.31	-0.8	8	1.2	15	1	0	2
14	CC(=O)c1cc(CN2CCCCC2)cc(OC(C)C)c1	nt	-0.21	nt	8	1.8	-11	-6	-9	3
15	Cc1ccccc1-n1nnnc1SC(C)C(=O)NC1CCCc2ccccc21 (stereo not drawn)	-4	-3.5*	1.7	7	2.1	-1	-1	6	1
16	O=C(O)c1ccccc1-c1ccccc1C(=O)Nc1ccccc1	-6	0.12	0.1	-4	-2.5	2	-3	0	-7
17	Cc1cc(N2CCOCC2)cc(C)[n+]1[O-]	-10	nt	1.1	14	-0.6	0	3	7	7
18	COCCNC(=O)c1ccc(-n2c(SCc3ccncc3)nc3ccccc3c2=O)cc1	3	-0.34	-3.5	10	1.2	23	-6	3	0
19	OC(COCC1COc2ccccc2O1)CN1CCCCC1 (stereo not drawn)	-7	-0.026	-0.3	-6	0.2	-1	30	8	-11
20	COC(=O)C1=C(C)N(C)C(=O)NC1c1cc(Cl)cc(Cl)c1OC (stereo not drawn)	-1	-0.8	-1.3	28	-1.1	-6	-5	-8	19
21	CC(C)n1c(SCC(=O)Nc2nc3c(s2)CCCC3)nc2c1c(=O)n(C)c(=O)n2C	9	-0.85	2.3	16	-2.3	3	7	-4	6
22	CC1(C)CC(=O)c2cc(OCC(=O)N3CCOCC3)ccc2O1	-3	nt	0.0	26	-0.8	3	-2	-3	23
23	CC(=O)N1CCc2cc(NC(=O)c3ccc(C)cc3)ccc21	nt	-0.18	-0.4	11	-3.7	5	-1	3	3
24	CC(=O)C1=C(O)C(=O)N(c2ccc(S(=O)(=O)Nc3nccs3)cc2)C1c1ccc(F)cc1 (stereo not drawn)	9	1.3	0.1	4	2.7	22	-3	2	0
25	CCn1c(Cc2c(C)[nH]c3ccccc23)n[nH]c1=S	3	-0.52	1.9	-5	0.1	4	2	-1	3
26	COc1ccc(NC(=O)c2cc3c(=O)n(C)c4ccccc4c3s2)cc1OC	-1	0.21	15	9	-2.5	36	-7	5	-2
27	O=C1C2CCCN2C(=O)N1CCCN1CCN(c2cccc(Cl)c2)CC1 (stereo not drawn)	11	-0.34	0.3	13	1.6	3	-4	-13	8
28	O=C(Nc1sc2c(c1C(=O)O)CCC2)c1ccco1	-9	1.4	-0.3	5	-1.2	5	3	-20	-15
29	Cc1ccc(C(C(=O)NC2CCCC2)N(Cc2ccco2)C(=O)CCC(=O)Nc2ccccn2)cc1 (stereo not drawn)	-4	-0.29	0.0	20	-2.8	0	2	-3	2
30	Nc1cc(=O)[nH]c(SCC(=O)NC2CCCc3ccccc32)n1 (stereo not drawn)	-2	0.39	1.0	5	0.8	19	-3	4	-1
31	COc1ccc(S(=O)(=O)Nc2nncs2)cc1	1	-0.71	-0.2	-1	-0.1	-6	2	-15	-1
32	COc1cc(OC)c(CNC2CCCCCC2)cc1Br	-20	0.44	0.2	1	2.4	20	-11	-5	-5
33	CCCN(Cc1cc2cc(C)ccc2[nH]c1=O)C(=O)c1ccccn1	nt	-0.017	0.9	6	-0.1	6	-1	0	3
34	CCOc1ccc(NC(=O)/C=C/c2ccc(OC)cc2)c([N+](=O)[O-])c1	-1	0.2	0.4	0	1.4	1	0	-8	-9
35	COc1cc(-c2nc(-c3ccccc3)c(-c3cccs3)[nH]2)cc(OC)c1OC	2	nt	0.5	16	-4.2	4	13	-4	-3
36	COc1ccccc1NC(=O)CN(Cc1ccccc1)S(C)(=O)=O	2	0.47	0.5	3	1.0	-10	-3	-11	-4

Pulled by compound from the entries so far:
no.	molecule	Rad51 HR inh	Cl transport mod	L929 necroptosis	FXIIa inh	TNF death inh	Hck Nef HTS	thrombin 1536	hK5 inh	FXIa inh
12	CN1CCc2c(sc3nc(SCC(=O)N4CCOCC4)nc(N)c23)C1	-7	0.64	0.3	5	0.3	-7	-5	-22	-2
34	CCOc1ccc(NC(=O)/C=C/c2ccc(OC)cc2)c([N+](=O)[O-])c1	-1	0.2	0.4	0	1.4	1	0	-8	-9

Additional entries
no.	molecule	Rad51 HR inh	Cl transport mod	L929 necroptosis	FXIIa inh	TNF death inh	Hck Nef HTS	thrombin 1536	hK5 inh	FXIa inh
37	O=C(CC1NCCNC1=O)Nc1cc(Cl)cc(Cl)c1 (stereo not drawn)	nt	-0.0075	nt	13	1.8	4	0	-1	7
38	C[n+]1nc(Nc2ccccc2)sc1-c1ccc(C(=O)O)cc1	nt	0.77	0.0	8	-1.2	20	-5	3	2
39	O=C(NCCCn1ccnc1)/C(=C/c1ccco1)NC(=O)c1cccs1	-10	0.11	0.9	10	0.1	14	13	-5	-2
40	N/C(=N\OC(=O)c1ccco1)c1ccc(Br)cc1	-7	-1.1	0.4	4	0.7	1	-15	5	7
41	Cc1cc(C)n(-c2nncn2NC(=O)c2ccc(Cl)cc2O)n1	-4	nt	1.7	10	0.8	0	-1	-1	1
42	O=C(NCc1ccccc1)N1CCC(n2cnc3cc(F)ccc32)CC1	-4	0.08	4.3	15	-0.3	0	1	2	1
43	COc1cccc(C(=O)NC2CCN(CC(=O)Nc3cccc(C)c3C)CC2)c1	-5	0.86	0.6	8	2.3	19	-12	1	2
44	NS(=O)(=O)c1ccc(NC(=O)CSC2=NC(=O)C(c3ccccc3)C(=O)N2)cc1 (stereo not drawn)	-3	-0.51	-0.1	18	0.3	1	3	3	2
45	CCOC(=O)c1cc2cc(OC)ccc2[nH]1	-4	-0.045	-0.1	19	-2.3	10	0	-9	6
46	CCOC(=O)C(C)Sc1nc2ccccc2c(=O)n1CC (stereo not drawn)	0	-2.5	-1.3	22	-0.2	6	5	-5	5
47	CC(C)(C)c1ccc(OCc2ccc(C(=O)NCc3cccnc3)o2)cc1	19	-0.15	7.7	4	0.0	2	5	-15	-3
48	O=C(CSC(=S)N1CCOCC1)Nc1ncc2c(n1)CCCC2=O	8	-0.51	-0.2	3	2.4	17	-4	-2	-6
49	CCCCCCn1nc(C(=O)OCC(=O)c2c(N)n(C)c(=O)n(C)c2=O)c2ccccc2c1=O	2	-0.5	0.7	5	0.2	16	-5	-6	7
50	CC1(OC(=O)CCc2ccccc2)C(=O)C=C2C=C(c3ccc(C#N)cc3)N(C3CC3)C=C2C1=O (stereo not drawn)	-4	1.7	-0.1	10	1.6	26	-8	-2	-2
51	O=C(Nc1nccs1)C1CC(=O)N(Cc2ccco2)C1 (stereo not drawn)	-4	0.51	2.0	6	-1.4	25	-12	-6	-4
52	O=C(CN1C(=O)c2ccccc2S1(=O)=O)c1ccc(O)c(O)c1	10	0.79	0.7	2	0.3	13	-4	-1	-1
53	CCc1cccc(NC(=O)c2ccc(Cn3c(=O)[nH]c4ccsc4c3=O)cc2)c1	nt	0.003	nt	15	1.9	-8	0	-3	8
54	COc1ccc(-c2[nH]ncc2-c2cnc(C)s2)c(O)c1	2	-0.26	0.8	21	-1.2	0	8	-13	5
55	COc1ccccc1-c1c(C#N)c(SCC(=O)N2CCCC2)nc(C)c1C(N)=O	-12	nt	0.4	13	-0.2	0	0	-26	3
56	COCC(=O)Nc1nnc(C2CCCCC2)s1	-9	nt	0.5	-11	-1.5	2	1	25	-4
57	COc1cccc(-c2nnc(SCC3CNC(=O)O3)n2-c2ccc(Cl)cc2)c1 (stereo not drawn)	6	-0.098	-1.2	4	-1.3	2	-6	-3	1
58	CCCCCCCCCC(=O)Nc1cccnc1	-2	nt	0.2	8	0.7	22	-12	-1	-5
59	CCCN1CCC2(CC1)C(C#N)=C(N)Oc1c2sc2nc(C)cc(C)c12	-8	nt	2.9	18	-0.7	3	7	-5	5
60	CCn1c2ccccc2c2nnc(SCc3ccccc3)nc21	-4	-0.88	1.2	14	2.2	-2	-2	1	1
61	Cc1[nH]n(-c2ccccc2)c(=O)c1/C=N/N1CCOCC1	nt	0.69	-0.7	9	-0.6	3	-8	1	1
62	CC1CC(=O)N(C)c2ccc([N+](=O)[O-])cc2N1 (stereo not drawn)	-4	0.14	-0.6	10	-1.4	7	-2	-16	6
63	O=C(Nc1ccc(Cl)cc1)OCc1cn(-c2ccccc2)nn1	5	-0.4	1.7	10	0.7	17	-6	-3	-1
64	Cc1ccc(NC(=O)c2ccncc2)cc1[N+](=O)[O-]	-1	-0.7	-0.9	6	-7.5	3	0	-3	4
65	O=c1c2[nH]c3ccc(F)cc3c2ncn1C1CCCCC1	10	0.48	0.5	3	-0.4	2	-2	20	-11
66	Cc1ccc(Cl)cc1N1CCN(C(=O)CN2C(=O)c3cccc4cccc2c34)CC1	0	-0.43	-0.4	7	-1.1	4	24	62*	4
67	CC1=C(C(=O)c2ccccc2)C(c2cccc([N+](=O)[O-])c2)NC(=S)N1 (stereo not drawn)	2	0.71	-0.6	7	-1.8	4	-1	3	1
68	COc1ccc(-n2nnnc2SCC(=O)c2ccc(OC)c(OC)c2)cc1	-1	nt	0.5	14	1.0	0	0	-20	1
69	CSc1ncc(OCc2ccccc2)c(=O)[nH]1	-4	-0.6	1.2	8	0.3	4	-2	-2	3
70	O=C(CNC(=O)c1ccc(S(=O)(=O)N2CCCC2)cc1)N/N=C/c1ccc(Cl)cc1Cl	5	0.91	1.1	3	2.2	-6	-2	-5	3
71	Cc1cc(C)cc(C(=O)Nc2ccc(NC(=O)Cc3ccccc3)cc2)c1	nt	1.4	0.7	8	0.7	9	1	23	2

Not all compounds are listed; the hit share may differ from the screen's.
